DAGLB inh = blocks human DAGLB lipase activity; hit rate 0.059% among 340,000; inhibition, % at 5.17 µM; HEK293T DAGLB membrane lysate, EnzChek fluorogenic substrate; Q8NCG7; AID 504411; in the data active means inhibition above about 34%;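 further: 0% = enzyme with vehicle and 100% = wells lacking enzyme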
phage Ecoli inh = E. coli growth loss with phage present. inhibition, % at 11.9 µM. growth absorbance. hit rate 0.26% among 360,000; in the data active means inhibition above about 11%
PKA-R1A act = activators of PKA-R1A complex; activation, % at 11.4 µM; PKA-R1A dissociation, Cy5-IP20 fluorescence polarization; scaled: DMSO 0%, 113 µM cGMP 100%; P00514+P68181; hit rate 0.083% among 340,000;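 active means percent activation above the mean of all tested compounds plus 3 SD, cut at about 19% in these data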;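 further: higher means more PKAc released from R1A so a rise in polarization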
PKA-R2B activ = PKA-R2B complex activation. P22694+P31323. PKA-R2B holoenzyme dissociation, Cy5-IP20 fluorescence polarization; R2B truncated from residue 108, S112A mutant; 0% DMSO only, 100% 113 µM cGMP. activation, % at 11.4 µM. hit rate 0.079% among 340,000;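 active means activation above a cutoff set at the mean over all compounds plus 3 SD, cut at about 18% in these data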;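 further: higher means more holoenzyme dissociation and a rise in polarization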
CDK5 inh = blocks human CDK5/p35 kinase activity; Recombinant CDK5/p35, ADP-Glo luminescence, 60 min; inhibition, % at 10 µM; hit rate 0.01% among 330,000; Q00535+Q15078;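 active means highest replicate inhibition of at least 50% and at least 75% of replicates reaching 50%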;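 further: plate controls were DMSO neutral control for no effect and GW8510 at 10 µM for full effect; many of its hits are not listed in these tables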
Target sequence (Q00535 whole entry, looked up): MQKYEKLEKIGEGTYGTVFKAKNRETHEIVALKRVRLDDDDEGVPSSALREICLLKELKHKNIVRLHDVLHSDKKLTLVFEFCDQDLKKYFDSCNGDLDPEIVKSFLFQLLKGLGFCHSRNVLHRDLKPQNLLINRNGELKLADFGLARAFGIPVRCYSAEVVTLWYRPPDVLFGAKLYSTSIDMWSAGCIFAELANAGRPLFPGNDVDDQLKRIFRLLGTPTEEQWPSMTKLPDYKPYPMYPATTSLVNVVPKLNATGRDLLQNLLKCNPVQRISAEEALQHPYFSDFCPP
Target sequence (Q15078 whole entry, looked up): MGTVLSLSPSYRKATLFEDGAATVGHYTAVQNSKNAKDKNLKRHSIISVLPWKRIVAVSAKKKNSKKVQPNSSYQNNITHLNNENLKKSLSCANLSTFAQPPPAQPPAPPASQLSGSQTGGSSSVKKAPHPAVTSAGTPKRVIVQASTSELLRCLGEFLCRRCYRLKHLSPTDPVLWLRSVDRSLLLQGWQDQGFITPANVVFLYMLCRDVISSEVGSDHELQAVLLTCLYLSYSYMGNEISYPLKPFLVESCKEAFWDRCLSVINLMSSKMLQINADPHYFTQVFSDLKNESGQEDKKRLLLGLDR
E coli growth = bacterial growth inhibition, counter-screen for AddAB inhibitors. E. coli V3065 growth, OD600 absorbance, 18 h. hit rate 0.27% among 330,000. inhibition, % at 11.9 µM;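 active means inhibition above the campaign's mean inhibition across all tested compounds plus 3 SD, cut at about 9.9% in these data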;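 further: uninfected addAB+ strain grown without phage in ampicillin broth; 0% = DMSO wells and 100% = ciprofloxacin 0.95 µg/ml wells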
SUMO Mot1 rescue = blocks SUMOylation pathway, rescuing yeast Mot1-301 growth. S. cerevisiae Mot1-301 growth rescue, ATP luminescence, 38.5C; percent above DMSO median, 100 means doubled. growth rescue, % at 18.8 µM. hit rate 1% among 320,000;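 active means every valid replicate shows activation above 250% relative to neutral control wells; inactive means the rest, any valid replicate at or below 250%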;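 further: OY570 slx delta 5 strain wells were the positive control but not used for scaling; some compounds called inactive have numbers as strong as hits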
HTR5A ag = HTR5A agonism, opioid heterodimer counter-screen; HTR5A agonist assay, luminescence, cell-based; hit rate 0.61% among 340,000; P47898; activation, % at 9.3 µM; in the data active means activation mostly above about 9.5%, no sharp cut-off; inactive means mostly below about 7.6%;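 further: 0% = cells with vehicle only and 100% = reference agonist; strong numbers were not always called active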
Target sequence (P47898 whole entry, looked up): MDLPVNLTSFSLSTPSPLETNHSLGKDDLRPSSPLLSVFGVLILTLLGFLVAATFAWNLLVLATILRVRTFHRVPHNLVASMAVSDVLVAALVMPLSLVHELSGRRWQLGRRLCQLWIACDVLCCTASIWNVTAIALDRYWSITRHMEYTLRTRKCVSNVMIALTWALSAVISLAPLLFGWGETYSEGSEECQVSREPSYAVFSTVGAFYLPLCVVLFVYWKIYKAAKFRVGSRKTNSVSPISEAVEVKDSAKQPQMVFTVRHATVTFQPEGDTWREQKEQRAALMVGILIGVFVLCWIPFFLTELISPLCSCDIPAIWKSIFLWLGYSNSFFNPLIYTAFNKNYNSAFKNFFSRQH
AddAB inh = less growth of phage-infected E. coli with AddAB | inhibition, % at 11.9 µM | E. coli expressing H. pylori AddAB, absorbance growth | hit rate 0.29% among 330,000; in the data active means inhibition above about 12%;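 further: 0% = vehicle wells of infected cells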
Tat transport = inhibitors of E. coli Tat protein transport. AID 488895. E. coli MC4100 TorA-mCherry Tat export, fluorescence. hit rate 0.036% among 340,000. inhibition, % at 10 µM;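 active means mean replicate inhibition at least 50% and at least half of replicates individually reaching 50%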;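 further: exported cargo escapes ClpAP degradation while cytoplasmic cargo is degraded and loses fluorescence; 0% = median of neutral control wells and 100% = median of NaSCN control wells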
HTR5A inv ag = inverse agonist of human HTR5A in OPRM1-OPRD1 counter-screen; P47898; HTR5A cell line, luminescence, inverse agonism; inhibition, % at 9.3 µM; hit rate 0.083% among 340,000; AID 504634; in the data active means inhibition mostly above about 23%, no sharp cut-off; inactive means mostly below about 18%;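 further: 0% = cells with DMSO and 100% = no-cell wells with DMSO; some compounds called inactive have numbers as strong as hits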
Starred values were filed as active, the others as inactive; · = not tested or not shown.

SMILES	DAGLB inh	phage Ecoli inh	PKA-R1A act	PKA-R2B activ	CDK5 inh	E coli growth	SUMO Mot1 rescue	HTR5A ag	AddAB inh	Tat transport	HTR5A inv ag
O=Cc1ccc(OCc2cccc(C(F)(F)F)c2)cc1O	4	9.7	-7	4	3.1	12*	67	4	13*	-4	1
Cc1ccc(SCCNC(=O)c2ccc(CN3CCOCC3)cc2)cc1	1	3.4	6	2	-0.9	-1.2	17	1	3.8	8	-4
CN1CCN(CC(=O)N2c3ccccc3C(C)(c3ccc(Cl)cc3)CC2(C)C)CC1 (stereo not given)	3	-0.5	-4	-8	0.1	-2.8	1	-2	1.0	9	22
C[C@@H]1ON(C)[C@H]2C[C@H]3c4cc(-c5cccc(F)c5)ccc4CCN3C(=O)[C@@H]12	-1	0.4	3	-3	0.3	·	·	0	·	-9	0
CC(=O)n1c(=O)c2ccccc2c(=O)n1-c1ccccc1	1	4.1	-6	-1	0.5	-0.3	19	-2	0.7	-7	8
CCOc1ccc(C(=O)NC(=S)NCc2cccnc2)cc1[N+](=O)[O-]	-3	4.2	4	3	0.3	0.3	-2	-3	2.3	5	12
CCOC(=O)c1c(S(=O)(=O)N2CCCC(C)C2)c(C)n(C)c1C (stereo not given)	1	1.4	-12	-9	-0.9	1.4	7	2	1.2	4	-1
CN(C)CC(C)(C)CNC(=S)Nc1cc(S(=O)(=O)N2CCOCC2)ccc1Cl	-2	-2.6	-10	-1	0.0	-2.0	22	8	-0.7	-13	9
COc1ccc(/C=C(\C#N)C(=O)NCC(c2ccc(F)cc2)N2CCOCC2)cc1 (stereo not given)	1	3.4	-14	1	-2.3	-2.1	31	5	-1.2	3	28
Cc1ccc(-c2cc(C(=O)N3CCCc4ccccc43)c3ccccc3n2)cc1	-3	2.9	-3	-5	-0.9	2.4	2	-5	1.9	4	-40
COCCOc1cc(-n2ccnc2SC)c(Cl)cc1Cl	1	2.9	-2	8	-0.4	1.3	-4	-5	0.9	7	11
Cc1ccnc(NC(=O)c2ccc3c(c2)S(=O)(=O)c2ccccc2C3=O)c1	-2	2.5	-3	-7	-0.9	0.6	-27	5	0.9	-1	-14
CC(NC(=O)CC1Nc2ccccc2NC1=O)c1ccccc1 (stereo not given)	10	1.5	1	1	1.1	2.0	8	0	-1.3	1	-6
Cn1cc(/C=N\O)nc2c(=O)n(-c3ccccc3)c(=O)nc1-2	-1	3.7	-1	-9	-0.5	1.5	-22	5	-0.1	-15	-17
C[C@@H]1CCC[C@H](C)N1NC(=O)c1ccc(Cl)c(S(N)(=O)=O)c1	1	3.5	2	13	1.1	0.2	1	1	0.1	12	12
CN(Cc1ccccc1)S(=O)(=O)c1ccc(NC(=S)NC(=O)C2CCCC2)cc1	-8	1.9	6	3	1.6	3.1	4	-3	1.6	4	10
COc1ccccc1/C=N/NC(=O)CCn1cnc2ccccc21	3	3.4	-3	11	0.2	-2.1	95	-3	2.5	-1	8
O=C(NCc1ccncc1)C1CCCN(S(=O)(=O)c2cc(Cl)ccc2Cl)C1 (stereo not given)	-2	0.5	-1	-7	-0.3	-1.1	-12	-2	0.3	0	4
CCOC(=O)CSc1nnc(NC(=O)c2cccc(S(=O)(=O)N3CCCCCC3)c2)s1	1	1.9	12	1	4.2	-0.1	-2	-2	1.3	-8	8
CN1CCC(OC(=O)c2cc3cc(Cl)cc(Cl)c3oc2=O)CC1	1	-0.1	3	3	-1.2	-0.4	8	-3	1.0	-7	11
COC(=O)c1cccc(CN2C(=O)SC(Nc3ccccc3)C2=O)c1 (stereo not given)	8	0.5	-2	8	0.3	-2.6	-5	3	-1.4	6	-3
O=[N+]([O-])c1cc(S(=O)(=O)N2CCCCC2)ccc1NCCCN1CCOCC1	-2	0.3	-9	0	1.7	-0.5	19	3	0.9	-8	-8
COC(=O)c1ccc(OC)c(Cn2c(=O)n(C)c(=O)c3ccccc32)c1	-4	1.2	-3	8	-0.2	-0.2	-17	-1	0.7	-1	5
COc1ccc(CCNC(=O)c2ccc(CNc3c(N4CCOCC4)c(=O)c3=O)cc2)cc1OC	1	3.0	17	1	0.4	-0.5	-18	3	1.9	-10	-10
O=C(NCc1ccc2c(c1)OCO2)c1ccc(Cl)c(S(=O)(=O)N2CCOCC2)c1	-2	2.4	-2	-5	-0.1	0.5	4	-3	-0.2	3	6
Cc1ccc(-c2csc3ncnc(N4CCN(S(=O)(=O)c5cccs5)CC4)c23)cc1	-8	·	-2	-3	0.5	-1.8	-18	6	-0.9	9	6
Cc1cccc2cc(CNCc3ccccc3)c(Cl)nc12	-17	3.8	15	6	0.8	-0.2	0	-1	-0.3	2	1
O=C(COc1ccc2ccccc2c1Br)N1CCOCC1	-3	1.4	3	-3	-0.8	3.9	0	-2	0.4	-3	-2
CCOc1ccc(N2C(=O)CC(NCC#N)C2=O)cc1 (stereo not given)	-1	1.1	-6	4	-0.6	-0.3	71	1	4.4	2	15
Cc1ccc(S(=O)(=O)N2CCOCC2)cc1C(=O)NC1CCSc2ccccc21 (stereo not given)	-1	-0.2	-6	-4	-0.2	1.6	-12	2	3.2	4	-12
CC(C)c1nnc(NC(=O)C2CCN(C(=O)Nc3ccccc3)CC2)s1	-1	2.7	1	4	-0.5	2.5	-12	-1	4.1	-2	3
COc1ccc(-c2cn(-c3ccccc3)nc2C(=O)O)cc1OC	2	0.6	-1	-1	-2.0	0.5	13	6	0.8	0	-23
CCN(CC(=O)Nc1c(F)cccc1F)C(=O)Cc1ccc2c(c1)CCC2	1	3.5	-9	-11	1.8	1.6	-1	2	-0.3	7	-26
CNC(=O)C(=O)NCC1CCCN1S(=O)(=O)c1cccs1 (stereo not given)	-2	1.5	-2	-8	-5.0	2.3	10	-2	0.4	6	5
O=C(O)CSc1c(O)c2ccccc2[nH]c1=O	0	2.8	-2	-17	1.6	-0.4	-6	-3	1.1	-6	4
O=C(c1cccc(Cl)c1)N1CCC(c2nc3ccccc3[nH]2)CC1	1	-1.1	3	2	-4.4	-0.7	-17	-2	1.8	-1	2
O=C(Nc1ccc(OC(F)(F)F)cc1)c1ccc(S(=O)(=O)N2CCOCC2)o1	-3	-0.3	7	7	1.5	-0.9	0	6	3.5	4	22
CC1(c2nnc(-c3ccc(Cl)cc3)o2)CC(c2c(Cl)cccc2Cl)=NO1 (stereo not given)	-16	0.8	-19	-12	0.5	-1.4	3	3	1.4	6	-9
O=C(Nc1nc2c(F)cccc2s1)c1ccco1	-1	4.8	-13	-1	-0.3	0.5	-16	0	-1.6	-6	-40
Fc1ccccc1-n1c(-c2ccc3ccccc3n2)n[nH]c1=S	1	2.5	1	-3	-0.6	-1.4	3	-1	-0.8	-4	2
CCOC(=O)c1nn(-c2ccc(F)cc2)c(-c2ccccc2)c1C(=O)c1ccccc1	-1	1.9	2	-2	-0.6	2.2	380	-6	3.2	-1	-3
O=S(=O)(Nc1cc(S(=O)(=O)N2CCOCC2)ccc1NCC1CCCO1)c1ccc(F)cc1 (stereo not given)	0	4.8	-7	-1	-0.5	-0.5	36	2	-0.1	3	-6
O=C(Nc1nc(-c2cc3ccccc3oc2=O)cs1)c1ccco1	1	1.8	2	0	-0.5	1.0	80	-4	3.7	-7	11
Cc1ccc(NC(=S)N(Cc2cccc(Br)c2)CC2CCC(C(=O)O)CC2)cc1Cl (stereo not given)	3	3.7	-1	3	-1.5	-1.0	7	12	-2.3	-3	-25
CCOc1cc(C(=O)NCC(=O)N/N=C/c2sccc2C)cc(OCC)c1OCC	0	4.2	-7	-12	-0.9	0.3	4	0	5.2	-5	-1
COc1ccc(OC)c2[nH]c(C(=O)N/N=C/c3ccccc3O)cc12	0	3.1	-8	0	1.6	1.4	-15	1	5.5	-2	-4
CC(=O)n1cc(/C=N/NC(=O)c2ccc(Cl)cc2)c2ccccc21	-3	-1.2	-2	-2	-0.8	-3.2	-2	-1	-0.3	7	4
Cc1ccccc1NC(=O)Cc1nc(COC(=O)c2cccc([N+](=O)[O-])c2)cs1	1	-0.1	1	-2	-0.4	0.8	-8	3	0.9	5	-1
C=CCSc1nnc2c(n1)OC(c1cccnc1)Nc1ccccc1-2 (stereo not given)	4	1.6	6	8	-1.0	-4.0	-12	7	-1.3	-4	-3
COC(=O)[C@@H](Cc1ccccc1)NS(=O)(=O)N[C@H](Cc1ccccc1)C(=O)OC	2	1.0	11	-2	0.1	·	·	3	·	-5	0

For convenience, some entries already given.
SMILES	DAGLB inh	phage Ecoli inh	PKA-R1A act	PKA-R2B activ	CDK5 inh	E coli growth	SUMO Mot1 rescue	HTR5A ag	AddAB inh	Tat transport	HTR5A inv ag
CCOc1cc(C(=O)NCC(=O)N/N=C/c2sccc2C)cc(OCC)c1OCC	0	4.2	-7	-12	-0.9	0.3	4	0	5.2	-5	-1
COc1ccc(OC)c2[nH]c(C(=O)N/N=C/c3ccccc3O)cc12	0	3.1	-8	0	1.6	1.4	-15	1	5.5	-2	-4

Other results follow.
SMILES	DAGLB inh	phage Ecoli inh	PKA-R1A act	PKA-R2B activ	CDK5 inh	E coli growth	SUMO Mot1 rescue	HTR5A ag	AddAB inh	Tat transport	HTR5A inv ag
COc1cc(/C=N/N=C(/N)c2nonc2N)cc(Br)c1OCc1ccccc1C	-11	0.8	-12	-2	-0.6	-2.0	-4	11	1.9	0	-29
CC(NC(=O)C(C)(C)C)c1nc2ccccc2n1C (stereo not given)	-1	-0.9	9	3	0.0	-1.2	-11	-3	1.7	-1	7
CN1CCN(CCCNC(=O)CCCOc2cc(=O)n(C)c3ccccc23)CC1	0	4.2	6	-7	0.1	-0.5	-1	0	1.0	-2	-1
COc1ccc(NC(=O)NNC(=O)C(O)(c2ccccc2)c2ccccc2)cc1	1	2.0	-1	6	4.3	2.7	12	5	-0.4	2	1
Nc1ccc2c(c1)C(=O)c1ccc(Br)cc1-2	25	2.9	-2	3	2.7	·	·	3	·	-1	-9
COc1ccc2c(c1)c(C(=O)N/N=C/c1ccc(Cl)cc1)c(C)n2C	1	3.1	1	2	-0.5	-1.9	11	-3	-1.4	2	3
O=C1CCCN1CCCNc1ncnc2sccc12	-1	2.7	1	5	-1.3	-1.4	11	-4	-2.4	0	10
CC1CCCC(C)N1C(=O)CSc1nnnn1Cc1ccccc1 (stereo not given)	-5	1.1	2	-5	0.5	-0.9	·	2	-1.1	7	-36
CN(C)S(=O)(=O)Nc1ccc(C(=O)O)cc1	-2	2.4	5	9	1.2	0.0	-23	0	0.5	0	-2
Cc1ccccc1NS(=O)(=O)c1ccc(OCC(=O)N2CCCC2)cc1	1	0.7	-2	-5	-3.8	-0.7	13	2	3.0	14	-5
Cc1onc(-c2ccccc2)c1C(=O)Nc1ccc(N2CCOCC2)cc1	1	4.0	10	1	0.8	-1.1	103	1	-1.2	-4	-7
O=C(NCC(c1ccco1)N1CCOCC1)c1c(F)cccc1F (stereo not given)	1	1.0	1	6	0.5	-2.0	15	-4	-1.3	-7	12
Cc1[nH]nc2cn[nH]c12	1	0.7	-2	-1	-0.3	1.3	-7	2	-0.7	-2	-19
CCc1nc(N2CCCC2)c(C#N)c2c1CCCC2	-6	1.2	5	-2	0.7	-1.1	14	3	-4.8	0	-20
CC(C)c1ccc(-n2c(-c3ccccc3)c[n+]3c2CCc2ccccc2-3)cc1	5	4.9	-12	-7	-0.6	·	·	-5	·	-1	13

Screens: PubChem, several laboratories
